# Screening results from PubChem BioAssay.
# bCat nuc transl: beta-catenin nuclear translocation modulation; HeLa beta-catenin nuclear translocation, immunofluorescence imaging; nuclear translocation activity, % at 5 µM; hit rate 0.3% among 190,000;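 active = nuclear translocation activity above 50% at 5 µM, with a well cell count of 50 or more; inconclusive = wells under 50 cells across six images, flagged as toxic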;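 also: per-cell ratio of nuclear to cytoplasmic median beta-catenin stain intensity; plate controls were DMSO negative control for no effect and GSK-3 inhibitor IX positive control for full effect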
#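 System: Human HeLa cells, endogenous beta-catenin | Compound dosing: 5 µM primary, 0.02–20 µM confirmation | Timing: 24 h compound exposure at 37°C, 5% CO2 | Measured by: Fluorescence imaging of beta-catenin antibody stain plus DAPI | Read-out basis: % activation of per-cell nuclear versus cytoplasmic median beta-catenin signal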
# PMI inhibition: MPI inhibition at elevated mannose 6-phosphate – biochemical, fluorescence intensity, high mannose 6-phosphate, primary screen (AID 1220); recombinant PMI enzyme, coupled fluorescence intensity; higher % means a stronger effect; hit rate 0.66% among 190,000; one-dose inhibition, % at 20 µM; IC50 in µM for titrated hits
# WT yeast gro inh: growth inhibition of WT yeast, mitochondrial fusion screen | mitochondrial fusion phenotypic screen, WT strain | inhibition, % at 10 µM | hit rate 2.1% among 190,000 | AID 1362; in the data active = inhibition above about 58%; tested in S. cerevisiae
# Dynein cargo inh: dynein cargo transport inhibition; hit rate 0.47% among 220,000; 3617.4 mouse cells, GR-EGFP nuclear translocation imaging; test concentration mostly 20 µM; stimulated with dexamethasone, 1 µM; hits give low values; AID 1381; z-score, hits read low;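 active = plate z-score of nuclear minus cytoplasmic receptor signal below a set negative limit, without overly bright fluorescence or cell loss, cut at about -3.5 in these data, passing the limit was not always enough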;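 also: z-score of nuclear minus cytoplasmic ring GR-EGFP intensity difference per well; some compounds called inactive have numbers as strong as hits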
#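 Buffer or medium: Induction medium lacking tetracycline, stripped serum | Also added: Dexamethasone agonist, 1.0 µM final, for 30 min | Timing: 48 h induction, 1 h compound, 30 min dex at 37 °C | Detection: Formaldehyde fixation, Hoechst nuclear stain, 10x automated fluorescence imaging | Measure: Nuclear versus cytoplasmic GR-EGFP signal, averaged per well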
# Ins promoter up: MIN6 insulin promoter up-regulation; MIN6 insulin promoter-GFP reporter, high-content imaging; hits give high values; z-score at 5 µM; hit rate 0.3% among 190,000;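 active = z-score above 3 at 5 µM with at least 500 cells counted in the well; inconclusive = wells under 500 cells, flagged as cytotoxic or low count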
# Autophagy mod: alters autophagy in cells. calls only at 10 µM (by protocol). AID 463193. hit rate 0.98% among 190,000. MEF GFP-LC3 puncta imaging; test concentration mostly 10 µM;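 active = percentage of spot-positive cells more than 3 SD above its plate mean, without a fluorescence outlier flag or 80% toxicity; inconclusive = no clear call, values can overlap the other calls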;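 also: spot-positive cell cutoff set from DMSO-treated cells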
# MT stabilizer: stabilizes microtubules in HeLa cells. hit rate 0.83% among 200,000. % tubulin-high responders, % at 10 µM. AID 2205. HeLa tubulin immunostaining HCS, 24 h; share of cells brighter than vehicle mean+2SD;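 active = plate Z-score above 3 for both tubulin-high and condensed-nucleus cell shares, with cell loss under 80%, at 10 µM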;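 also: anti alpha tubulin signal scored within the nucleus-defined area of each cell; some results filed as inactive read as strong as hits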
# human PMI inhibition: MPI enzyme activity inhibition – biochemical, fluorescence intensity, coupled assay, primary screen (AID 1209). purified PMI enzyme, coupled fluorescence intensity; higher % means a stronger effect. inhibition, % at 20 µM, or IC50 in µM where a hit was titrated. hit rate 0.42% among 190,000;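 also: plate controls were DMSO vehicle for no effect and wells lacking substrate for full effect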
# Yfh1-depleted yeast: mitochondrial function rescue without frataxin homolog – Friedreich's ataxia, plus single-dose screen, dose response (AID 1465) | fold induction at 50 µM; hits with a dose series show EC50 in µM | hit rate 0.074% among 220,000 | S. cerevisiae Yfh1-off respiration, WST-1 reduction, 72 h; higher fold induction means a stronger effect;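 active = fold induction of absorbance versus untreated yeast above a set limit, then at least 30% activation at any dose in follow-up; inconclusive = repeats straddling the limit, or above it without dose testing; inactive = fold induction below the set limit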;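 also: activators that raise dye reduction in frataxin-depleted yeast; strong numbers were not always called active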
# WT yeast gro inh mutant strain: also measured in WT yeast gro inh; calls as there; inhibition, %; mitochondrial fusion phenotypic screen, mutant strain inhibition
# Dynein cargo inh cytoplasmic EGFP: also measured in Dynein cargo inh; calls as there; z-score; measured here: cytoplasmic GR-EGFP intensity; hits give high values
# Dynein cargo inh nuclear GR-EGFP: further read-out of Dynein cargo inh, marked with its call; z-score; measured here: nuclear GR-EGFP intensity;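 lower value marks the stronger effect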
# Dynein cargo inh cell count: also measured in Dynein cargo inh; calls as there; z-score; measured here: cell count per field
# Ins promoter up cell count: recorded beside Ins promoter up, whose call it bears; cell count; measured here: cytotoxicity, nuclei count;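 total cells summed across four imaged fields per well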
# bCat nuc transl cell count 5 µM: second read-out of bCat nuc transl, no call of its own (marks repeat the call); cell count; measured here: cell count, cytotoxicity flag
# MT stabilizer Hoechst-high %: recorded beside MT stabilizer, whose call it bears; % Hoechst-high responders; measured here: nuclear condensation Hoechst responders;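 share of cells brighter than vehicle mean plus two SD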
# MT stabilizer cytotoxicity %: recorded beside MT stabilizer, whose call it bears; toxicity, %; measured here: cytotoxicity by cell density;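 0% = mean cell density of plate MIN control wells and 100% = no cells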
# Autophagy mod cell loss 18 h: also measured in Autophagy mod; calls as there; toxicity, %; measured here: cell loss, nuclei count;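 cell loss after 18 h compound exposure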
# The depositor's hits bear a star; i = inactive; ? = inconclusive; · = not tested or not shown. Rule as the data show it, unless noted: active = inhibition above about 50%; inactive = the rest.
SMILES,bCat nuc transl,bCat nuc transl cell count 5 µM,PMI inhibition,WT yeast gro inh,WT yeast gro inh mutant strain,Dynein cargo inh,Dynein cargo inh cytoplasmic EGFP,Dynein cargo inh nuclear GR-EGFP,Dynein cargo inh cell count,Ins promoter up,Ins promoter up cell count,Autophagy mod,Autophagy mod cell loss 18 h,MT stabilizer,MT stabilizer Hoechst-high %,MT stabilizer cytotoxicity %,human PMI inhibition,Yfh1-depleted yeast
CCN(CC)CCC(=O)NN,-0.3,975,8%,0,5,-0.55,0.26,-0.3,1.1,1.6,1129,i,7,5.1,1.2,5.6,2%,i
O=C(NC(=O)c1ccccc1O)c1ccc(C(F)(F)F)cc1,0.0,1301,·,·,·,-0.098,-0.23,0.87,-0.51,-0.42,1034,·,·,·,·,·,·,i
CC(O)c1ccc(-n2cnnn2)cc1 (stereo unspecified),-3.2,559,-4%,-38,-11,-0.33,-0.22,0.45,0.37,0.03,1326,i,8,3.2,2.8,3.4,-7%,i
NCCCC[C@H](N)c1nnc([C@H](CCC(=O)O)NC(=O)C2CCNCC2)o1,0.0,1217,-9%,2,15,-0.95,-0.27,-0.33,0.44,0.62,1409,i,10,3.9,2.5,7.7,-14%,i
CC(=O)Nc1sc(/C(C#N)=C/c2ccc(Cl)c(Cl)c2)nc1-c1ccc(C)cc1,2.1,470,41%,-2,6,-5.9*,0.19*,-3.3*,0.8*,·,·,?,·,4.1,1.5,9.3,13%,i
OCCNC(=S)Nc1cccc(Cl)c1Cl,-0.3,1353,·,·,·,0.48,-0.25,0.087,0.34,1.2,1106,·,·,·,·,·,·,i
Cc1ccc(N(C(=O)Cc2cccs2)C(C(=O)NC2CCCCC2)c2ccccn2)cc1C (stereo unspecified),-0.5,918,6%,17,-15,0.21,-0.22,1.3,-0.82,-0.84,2161,i,-1,2.8,3.4,8.6,11%,i
C/C(=C\C(=O)c1ccccc1)Nc1ccc(O)cc1,-0.8,1139,2%,10,12,-2.8,2.4,-0.81,-0.53,-0.63,981,i,17,2.1,1.5,6.6,6%,i
COc1cc(NC(=O)C2CCCCN2)ccc1OCC(C)C (stereo unspecified),·,·,8%,-14,-8,1.4,-0.19,0.55,-0.26,0.89,1277,i,0,3.1,2.8,8.2,6%,i
CC(C)(C)C1CCc2c(sc3c2C(=O)NC(c2ccco2)N3)C1 (stereo unspecified),-1.2,1204,29%,36,3,0.2,0.12,0.087,1.1,-0.91,844,i,2,1.9,1.6,6.3,3%,i
CN(C1CCCCC1)S(=O)(=O)c1ccc2[nH]c(=O)oc2c1,-0.3,1209,·,·,·,-0.24,-0.27,-0.13,0.45,0.46,1408,·,·,·,·,·,·,i
CCOc1ccc2nc(SCC(=O)NCc3ccc4c(c3)OCO4)[nH]c2c1,-1.9,1078,10%,7,16,-0.056,-0.15,-0.17,0.21,0.64,2044,i,10,3.4,2.3,4.7,6%,i
O=C(CN1CCCCC1)Nc1ccc(NC(=O)c2ccc(Cl)cc2)cc1Cl,·,·,-7%,29,10,0.48,-0.21,-0.33,-0.25,·,·,i,3,1.9,1.9,5.4,-4%,i
COc1ccc(-c2[nH]ncc2[C@@H]2C[C@H]3CN(Cc4ccccc4C)C(=O)[C@]34CCCN24)cc1,0.7,1510,·,12,10,3.2,-0.16,1.3,-1.6,0.2,962,i,-2,1.1,1.2,14,·,i
c1coc(C2OCC3(CO2)COC(c2ccco2)OC3)c1 (stereo unspecified),-1.1,1286,·,·,·,-0.24,-0.14,0.32,0.21,0.17,1092,·,·,·,·,·,·,i
CC(C)(C)n1nnnc1C(c1cccs1)N1CCN(Cc2ccccc2)CC1 (stereo unspecified),·,·,-15%,-8,-5,-0.17,-0.25,0.19,0.45,0.67,1126,i,7,1.7,1.6,5.9,0%,i
CN=c1scc(-c2ccccc2F)n1/N=C/c1ccc[nH]1,-0.2,1069,-2%,28,33,0.88,-0.16,0.24,-0.23,0.62,1382,i,25,2.8,0.8,12,-16%,i
COC(=O)c1cc(C(C)=O)n2ccccc12,1.0,1166,3%,13,0,2.4,-0.12,1.1,-1.1,-0.08,1042,?,·,3.3,2.3,5.0,2%,i
S=C(Nc1ccc(Cl)cc1)NC1CC2CCCC(C1)N2C1CC1 (stereo unspecified),1.7,1111,5%,23,35,0.64,-0.011,0.25,-2.2,-0.39,1757,i,22,4.0,1.6,2.5,3%,i
COc1ccc([N+](=O)[O-])cc1NC(=O)C(C)Sc1ccccc1 (stereo unspecified),2.6,1118,-9%,-19,-9,-0.11,-0.31,-0.37,0.45,-0.32,1420,i,5,4.1,1.3,0.5,-1%,i
CN=Cc1sc2ccccc2c1O,-1.8,887,5%,-2,3,-0.36,-0.29,0.22,0.94,0.46,1191,i,2,4.2,2.7,1.6,1%,i
Cc1ccc2c(c1)C(=O)C(=O)N2CCOc1ccccc1,0.2,1457,32%,2,-4,1.4,-0.095,0.73,-0.56,-0.05,1140,i,51,2.4,3.5,2.8,29%,i
COCCn1c(SCC(=O)c2ccccc2)nc2c(c1=O)SC(C)C2 (stereo unspecified),-6.5,954,16%,-15,-5,0.1,-0.24,0.39,1.9,-0.23,947,i,-9,1.6,0.9,7.2,2%,i
COc1cc2c(cc1OC)CN(C(=O)c1sccc1C)CC2,0.6,1276,·,·,·,0.68,0.4,0.68,-2,-0.31,1003,·,·,·,·,·,·,i
Cc1nc(N2CCN(Cc3ccccc3)CC2)nc2c1CCC2,-0.1,1123,-5%,11,9,-0.64,-0.2,-0.38,0.1,-1.2,1251,i,1,1.8,2.8,2.8,-5%,i
C=CCN(C(=O)c1ccc(Cl)cc1)c1ccccc1C(=O)NCC(=O)O,-3.6,1194,·,·,·,-0.96,-0.27,-0.53,0.92,0.13,1449,·,·,·,·,·,·,i
Cc1cccc(N2CCN(C(=O)C3CCN(S(=O)(=O)c4cccc5cccnc45)CC3)CC2C)c1 (stereo unspecified),0.7,1161,10%,11,2,0.14,1.3,0.49,-0.49,0.6,976,i,0,3.2,1.9,5.7,11%,·
CC(C)c1ccc(-c2csc(NC(=O)c3cccs3)c2C(=O)O)cc1,-0.8,1120,-6%,5,8,0.95,-0.34,0.84,0.68,·,·,i,-27,2.6,1.5,3.1,-8%,i
O=C(Nc1nn[nH]n1)c1cccc([N+](=O)[O-])c1,3.5,1011,2%,-2,7,-0.95,-0.17,-0.43,0.92,-0.2,1277,i,2,2.2,2.9,3.0,-1%,i
CCc1ccc2nc(N3CCN(C)CC3)c(C#N)cc2c1,1.0,891,7%,-5,-20,0.77,-0.2,0.22,0.24,·,·,i,8,3.4,2.4,12,2%,i
Cn1cc(C(=O)N2CCc3ccccc3C2)c(=O)c2cc(S(=O)(=O)N3CCCCC3)ccc21,-0.6,530,-4%,-12,-12,0.4,-0.15,1.3,-0.34,-0.52,1264,i,-5,2.4,2.8,4.3,2%,i
COCCNCc1ccccc1,-0.7,1155,-4%,-2,9,-0.026,-0.26,0.42,0.25,0.45,749,i,0,1.7,1.5,2.5,-2%,i
O=C(c1ccc(Cl)cc1)c1oc2ccccc2c1CS(=O)(=O)c1ccccc1,-0.8,833,1%,-5,-27,0.65,-0.18,-0.028,0.077,0.02,1024,i,29,2.7,1.5,7.2,-6%,i
CCNS(=O)(=O)c1c(C)cc(N2CCCC2=O)cc1C,·,·,3%,10,18,-0.67,-0.18,-0.26,-0.54,-0.64,1221,i,-5,1.2,1.4,4.4,8%,·
CCOc1cc2[nH]c(=O)n(CCCC(=O)N(C)Cc3ccccc3)c(=O)c2cc1OCC,-2.9,1087,-8%,9,-12,0.041,-0.047,0.24,-1.8,-0.88,1223,i,-9,1.6,1.5,7.2,-3%,i
CCOC(=O)c1[nH]c(C)c(C(=O)NC2CCCC2)c1C,·,·,9%,10,13,-0.031,-0.24,0.12,-0.09,0,759,i,-2,4.1,2.9,6.9,5%,i
O=Cc1ccc(Oc2cc(-c3ccccc3)nc(-c3ccccc3)n2)cc1,-1.9,1138,5%,-24,-16,-0.29,-0.32,-0.49,1,-1.1,1362,i,8,2.2,2.4,4.7,9%,i
COc1cccc(N2CCN(c3ncccn3)CC2)c1,-0.5,1381,25%,7,4,-0.19,-0.53,-0.1,0.68,3.1*,1407*,i,9,2.9,2.0,6.9,18%,i
Cc1ccc(C2C3CN(C(C)C)CC=C3C(C#N)=C(N)C2(C#N)C#N)cc1 (stereo unspecified),·,·,24%,4,-5,·,·,·,·,10*,1127*,·,·,·,·,·,26%,·
COc1ccc(CNC(=O)c2cc(-c3cc(C)cc(C)c3O)n[nH]2)cc1,0.0,1318,·,·,·,-0.74,-0.27,-0.42,0.74,-0.36,971,·,·,·,·,·,·,i
Cc1c(NC(=O)c2coc(=O)c(Br)c2)c(=O)n(-c2ccccc2)n1C,9.0,1056,-23%,-5,-18,-0.18,0.21,0.23,0.25,-2.2,1173,i,-10,1.6,1.8,6.0,-9%,i
